MgcRacGAP inhibition: MgcRacGAP GTPase-activating activity inhibitors, confirmation, biochemical, ADP Hunter fluorescence. MgcRacGAP-stimulated Rac1 GTP hydrolysis, ADP Hunter fluorescence; higher % means a stronger effect; GST-tagged Rac1 F28L mutant substrate. inhibition, % at 30 µM, or IC50 in µM where a hit was titrated. actives 0.6% (n = 340,000). AID 624330;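 active means first-screen hits whose inhibition reached a set limit at any dose in the follow-up dose series; inconclusive means inhibition above the set first-screen limit but never retested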;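 further: fluorescence reports GDP produced by GAP-driven GTP hydrolysis; strong numbers were not always called active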
Dengue-2 NS5 capping: flavivirus cap methylation enzyme inhibition – biochemical, confirmation dose response, primary screen (AID 588689); Dengue-2 NS5 methyltransferase capping enzyme assay, biochemical; higher % means a stronger effect; inhibition, % at 25 µM; hits with a dose series show IC50 in µM; actives 0.3% (n = 340,000); in the data active means a potency from the dose series; inconclusive means inhibition above about 29% without an active follow-up result
RSV antiviral HEp-2: inhibition of RSV-induced cytopathic effect – HEp-2 cells, primary 10 µM value included (AID 2391); one-dose CPE inhibition, % at 10 µM; IC50 in µM for titrated hits; actives 0.13% (n = 310,000); HEp-2 cells, RSV-induced CPE inhibition; higher % means a stronger effect; in the data active means a potency from the dose series; inconclusive means CPE inhibition mostly from about 23% at the one dose, without a potency; inactive means the rest, 99 in 100 with CPE inhibition below about 21%; further: strong numbers were not always called active
West Nile antiviral: West Nile virus antiviral activity, cell-based, CPE readout (AID 1621) | West Nile virus-infected cells, CPE inhibition; higher % means a stronger effect | CPE inhibition, % at 10 µM, or IC50 in µM where a hit was titrated | actives 0.02% (n = 290,000); in the data active means a potency from the dose series; inconclusive means CPE inhibition mostly from about 3.7% at the one dose, without a potency; inactive means the rest, 99 in 100 with CPE inhibition below about 2.2%; further: strong numbers were not always called active
GPR35 arrestin U2OS: GPR35 antagonists blocking zaprinast-driven arrestin recruitment, primary screen, imaging, U2OS, beta-arrestin-GFP, zaprinast agonist (AID 2058) | U2OS GPR35 beta-arrestin-GFP translocation imaging, zaprinast antagonism; higher % means a stronger effect | inhibition, % at 10 µM; hits with a dose series show IC50 in µM | actives 0.052% (n = 290,000);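 active means inhibition of at least 50% with at least 30 cells and total cytoplasm GFP at most 10,000,000; inconclusive means under 30 cells or total GFP of 10,000,000 plus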
Salmonella PhoP GFP: PhoP-dependent GFP reporter repression – Salmonella Typhimurium, primary screen (AID 1863); S. Typhimurium PhoP-regulated promoter GFP reporter, 4 h; higher % means a stronger effect; inhibition, % at 50 µM, or IC50 in µM where a hit was titrated; actives 0.16% (n = 300,000);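 active means inhibition over 29.93%, a cutoff 3 SD above the screen mean, later confirmed by dose response; inconclusive means inhibition over 29.93% but no dose response follow-up; inactive means inhibition at most 29.93% or unconfirmed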;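 further: 0% = low Mg2+ inducing control and 100% = high Mg2+ repressing control; strong numbers were not always called active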
Large T inhibition: SV40 large T antigen inhibitors, biochemical (AID 1903); SV40 large T antigen ATPase/helicase inhibition assay; higher % means a stronger effect; actives 0.39% (n = 310,000); one-dose inhibition, % at 20 µM; IC50 in µM for titrated hits; in the data active means a potency from the dose series; inconclusive means inhibition mostly from about 32% at the one dose, without a potency; inactive means the rest, 99 in 100 with inhibition below about 32%; further: strong numbers were not always called active
LYP inhibition: PTPN22 lymphoid phosphatase activity blockers – biochemical, fluorescence intensity, uHTS (AID 1779); recombinant LYP phosphatase, fluorescence intensity; higher % means a stronger effect; actives 0.054% (n = 290,000); inhibition, % at 11.5 µM, or IC50 in µM where a hit was titrated; in the data active means inhibition above about 50%;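 further: plate controls were vehicle with enzyme for no effect and no enzyme for full effect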
ER stress rescue: rescue of cells from ER stress-induced death, primary screen, 384-well, CSM14.1, thapsigargin, ATP luminescence (AID 1222). 190,000 tested, under 10 active. cellular ATP content (survival), % at 20 µM, or EC50 in µM where a hit was titrated. CSM14.1 thapsigargin-induced death rescue, ATP luminescence; higher % means a stronger effect;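 active means EC50 below 50 µM in the dose-response confirmation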;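 further: death triggered by thapsigargin at about 15 µM added after 2 h compound pretreatment; cell ATP read after overnight thapsigargin exposure of roughly 18 to 22 hours; normalized against plate controls of thapsigargin alone and 5% DMSO vehicle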
Dengue-2 NS5 capping pilot replicate: recorded beside Dengue-2 NS5 capping, whose call it bears; inhibition, %; measured here: pilot screen replicate inhibition
Starred values were filed as active, the others as inactive; ? = inconclusive; . = no result given.

SMILES | MgcRacGAP inhibition | Dengue-2 NS5 capping | RSV antiviral HEp-2 | West Nile antiviral | GPR35 arrestin U2OS | Salmonella PhoP GFP | Large T inhibition | LYP inhibition | ER stress rescue | others
COc1ccc(C(=O)NNC(=O)c2ccc(C)cc2)cc1S(=O)(=O)N1CCCC1 | 7% | 1% | 0.7% | 0.2% | -2% | 4% | 9% | -10% | -0.4%
Cc1ccc(CNC(=O)c2ccc(N3CCC4(CC3)CC(c3ccccc3)=NO4)c(NC(=O)c3c(Cl)cccc3Cl)c2)cc1 | 13% | -15% | 0.4% | . | . | -8% | 10% | . | .
CCOc1cc(C2CC(=O)NC(SCC)=C2C#N)ccc1O (stereo not drawn) | 9% | -6% | 2.1% | 0.2% | 7% | 10% | 9% | 1% | 0.9%
CCC(=O)c1ccccc1OCCCn1cncn1 | 3% | 0% | 15% | 0.0% | -7% | -2% | 10% | -3% | .
O=c1cc(O)nc(-c2ccc(Cl)cc2)s1 | -1% | -4% | 1.3% | 0.4% | 18% | -3% | 3% | -5% | -2.1%
CCCn1c(-c2ccncc2)n[nH]c1=S | 7% | -1% | 0.2% | -0.8% | 10% | -8% | 4% | -10% | -0.1%
CC(C)(C)NC(=O)CN(Cc1cccs1)C(=O)CCN1CCc2ccccc21 | 21% | 1% | 0.9% | -1.5% | 13% | 4% | 38% | -4% | 0.2%
CCOC(=O)C(CCSC)NC(=O)CN (stereo not drawn) | 6% | -1% | 1.9% | ? | 0% | 3% | -4% | -9% | -0.6%
Cc1ccc(S(=O)(=O)N2CCCCC2)cc1C(=O)NCc1ccncc1 | 7% | -9% | 0.2% | -0.3% | -1% | -3% | 14% | 0% | .
O=C(Cn1cc(C(=O)C2CC2)c2ccccc21)NC1CCCC1 | 6% | 9% | 2.4% | -0.5% | -8% | -5% | 20% | 2% | -1.1%
COC(=O)COc1ccc(S(=O)(=O)Nc2cc(OC)ccc2OC)cc1 | . | . | . | 0.1% | 7% | 4% | 8% | -5% | 4.3%
Cc1cccc(NC(=O)CSc2nnc3ccc(-c4ccccn4)nn23)c1 | 6% | 0% | -1.3% | . | . | 10% | 6% | . | .

Sorted by formula weight (falling): 3 of the compounds above.
SMILES | MgcRacGAP inhibition | Dengue-2 NS5 capping | RSV antiviral HEp-2 | West Nile antiviral | GPR35 arrestin U2OS | Salmonella PhoP GFP | Large T inhibition | LYP inhibition | ER stress rescue | others
COC(=O)COc1ccc(S(=O)(=O)Nc2cc(OC)ccc2OC)cc1 | . | . | . | 0.1% | 7% | 4% | 8% | -5% | 4.3%
O=C(Cn1cc(C(=O)C2CC2)c2ccccc21)NC1CCCC1 | 6% | 9% | 2.4% | -0.5% | -8% | -5% | 20% | 2% | -1.1%
CCC(=O)c1ccccc1OCCCn1cncn1 | 3% | 0% | 15% | 0.0% | -7% | -2% | 10% | -3% | .

Other entries:
SMILES | MgcRacGAP inhibition | Dengue-2 NS5 capping | RSV antiviral HEp-2 | West Nile antiviral | GPR35 arrestin U2OS | Salmonella PhoP GFP | Large T inhibition | LYP inhibition | ER stress rescue | others
O=C(CCN1C(=O)COc2ccccc21)NCCCN1CCN(c2ccccc2F)CC1 | 12% | -4% | -1.7% | -1.5% | -12% | -1% | 4% | -9% | 1.2%
CCOC(=O)c1c(C)oc2c(F)c(F)c(F)c(F)c2c1=O | 6% | 6% | 7.3% | -0.3% | 51% | -9% | -3% | 0% | -1.3%
CC(C)C(=O)N1CCN(c2ccc(NC(=O)c3cccs3)cc2)CC1 | 12% | -3% | 2.3% | -0.2% | -14% | 2% | 12% | 1% | 1.0%
O=C(COC(=O)c1cc(-c2ccc(Cl)s2)nc2ccccc12)NCc1ccco1 | 19% | 35% | 4.8% | 0.0% | -10% | 11% | 17% | 6% | -1.7%
NC(=NCCc1ccccc1)c1cccc([N+](=O)[O-])c1 | 9% | 3% | 0.0% | -0.6% | 0% | -4% | 8% | -8% | .
CCC(=O)NC(Nc1nc2ccc(C)cc2s1)(C(=O)OC)C(F)(F)F (stereo not drawn) | 7% | -6% | 1.5% | . | -11% | 4% | 0% | -1% | -1.8%
Cc1ccccc1NC(=O)CSc1nnc(-c2ccco2)c(-c2ccco2)n1 | 20% | 65µM* | 2.6% | -0.6% | 4% | -3% | 48% | 7% | 1.1%
O=C(NC(=S)Nc1ccc(S(=O)(=O)Nc2nccs2)cc1)c1ccccc1 | 2% | 3% | 4.0% | 0.2% | 5% | 2% | -44% | -4% | -1.4%
Cc1ccccc1NC(=O)N1CCN(c2ncccn2)CC1 | 0% | 6% | 1.1% | -0.1% | -1% | 8% | 5% | -3% | -0.9%
CC(=O)c1ccc(NC(=O)C2CCCN2S(=O)(=O)c2ccc(C)cc2)cc1 (stereo not drawn) | 5% | -13% | 0.1% | -0.5% | 2% | -7% | 11% | -6% | .
COc1ccc(N2CC(C(=O)N(CC(C)C)c3c(N)n(Cc4ccccc4)c(=O)[nH]c3=O)CC2=O)c(OC)c1 (stereo not drawn) | 7% | 3% | -1.8% | . | . | 5% | 16% | . | .
CCSc1ncnc2sc(C)c(C)c12 | 4% | -3% | 3.5% | -0.3% | 16% | 12% | -6% | -11% | -0.9%
Fc1ccc(-c2ccc(CNCc3ccccn3)o2)cc1Cl | 8% | -9% | 7.3% | -0.8% | 13% | 2% | 9% | -5% | .
CCOC(=O)C1=C(Cc2ccc(F)cc2)C(=O)c2ccccc2C1=O | 6% | 86µM* | -3.3% | 0.2% | 12% | -9% | 35% | 4% | -2.5%
O=C(NCCC1CCCCN1S(=O)(=O)c1ccc(Cl)cc1)C(=O)NCc1ccncc1 (stereo not drawn) | 5% | 3% | ? | . | . | 5% | -2% | . | .
CCc1ccc(OCc2nnc(SCC(=O)NCC3CCCO3)n2C)cc1 (stereo not drawn) | 6% | -1% | 1.4% | -0.2% | 5% | -2% | 3% | -6% | .
CCn1ncc(Br)c1C(=O)Nc1ccccc1OC | 0% | -6% | -3.2% | 0.3% | -9% | -4% | 21% | -9% | -1.0%
CC1C(=O)N2CCCc3cc(NC(=O)C(=O)NCc4ccc5c(c4)OCO5)cc1c32 (stereo not drawn) | 4% | -10% | -1.7% | . | . | 0% | 11% | . | .
O=C(Nc1ccc(S(=O)(=O)Nc2nccs2)cc1)c1cc(-c2ccccc2)nc2ccccc12 | 1% | 1% | ? | 0.4% | -3% | 35% | 7% | 8% | -0.5%
COC(=O)c1ccccc1S(=O)(=O)N1CCC(C(=O)OCC(=O)c2ccccc2OC)CC1 | 3% | -10% | 0.1% | . | . | 5% | 31% | . | .
COc1ccc2c(c1)c(=O)c(C(=O)O)c(-c1ccc3c(c1)OCO3)n2C | 4% | -2% | 1.6% | 0.2% | 8% | -5% | 17% | -4% | -2.3%
Cc1cc(C)n2c(SCC#N)nnc2n1 | -12% | -1% | 1.1% | -0.1% | -10% | -2% | 7% | -3% | -2.1%
CCCN1C(=O)c2cc(C(=O)NCc3cccs3)ccc2C1O (stereo not drawn) | . | . | . | -0.2% | -20% | 14% | 5% | -5% | -0.8%
CCNC(=O)N1C(=O)C2(OCCO2)c2cc(Br)ccc21 | -1% | -4% | 0.9% | 0.1% | 0% | -8% | 6% | -14% | 0.1%
COC(=O)[C@H]1C[C@@H]1[C@H](NS(=O)(=O)c1ccccc1)c1ccccc1 | 7% | -3% | 0.9% | -1.4% | -10% | -6% | 26% | -2% | -6.5%
Cc1cccc(N/N=C(\C=N\N)C(=O)c2ccc(Br)cc2)c1 | . | . | 6.2% | -0.3% | 5% | -5% | 22% | 10% | -0.7%
COc1ccc(SCC(=O)Nc2ccccc2Cl)cc1 | 2% | 4% | 1.9% | 0.6% | 13% | 3% | 8% | -10% | 2.8%
S=C(Nc1ccc(Br)cc1)NC1CCN(Cc2ccccc2)CC1 | 6% | 2% | 7.5% | -1.0% | -11% | 1% | 7% | -7% | .
COc1ccc(-n2c(-c3ccc(Br)cc3)n[nH]c2=S)cc1 | 5% | -15% | 1.5% | 0.1% | -2% | 15% | -1% | -5% | .
CCCCN(C(=O)c1ccc(C#N)cc1)c1c(N)n(CCC)c(=O)[nH]c1=O | 5% | -7% | 0.3% | 0.1% | 14% | 5% | 9% | -12% | .
COc1ccc(C)cc1S(=O)(=O)N1CCN(C(=O)c2ncoc2-c2cccc(C)c2)CC1 | 12% | 1% | 0.8% | -1.3% | 18% | 5% | 4% | -8% | .
Cc1ccc(NC(=O)NNC(=O)c2sccc2-n2cccc2)cc1 | 7% | -12% | 1.3% | 0.9% | 0% | -9% | 10% | -1% | .
COc1ccccc1C(=O)NC(CCSC)C(=O)NCC(c1ccco1)N(C)C (stereo not drawn) | 10% | 4% | -0.2% | -0.6% | 13% | 5% | 2% | -5% | -2.8% | Dengue-2 NS5 capping pilot replicate=-3.6
CS(=O)(=O)c1sc2nc(-c3cccs3)cc(-c3ccccc3)c2c1N | 15% | -9% | 3.5% | 0.2% | 17% | -15% | 8% | 1% | -0.9%
Cc1ccc(OCC(=O)OCC(=O)c2cccc([N+](=O)[O-])c2)cc1C | 4% | -2% | 0.3% | -0.4% | 9% | 6% | 10% | -5% | .
Cn1c(SCc2cccc(F)c2)nnc1-c1ccncc1 | 3% | 0% | 2.5% | 0.0% | 7% | . | 4% | -3% | .
CC(C)Cc1nc2sc3c(SCC(N)=O)ncnc3c2c2c1CCC2 | 3% | -1% | . | -1.1% | 2% | -6% | 7% | 0% | .
COc1ccc(/C=N/n2c(=S)n(C)c3ccccc32)cc1OC | 0% | -5% | 2.0% | 0.2% | -8% | -1% | 6% | -1% | -0.9%
CCOC(=O)Cc1nn(C)c(=O)c2ccccc12 | 10% | -1% | 0.5% | -0.5% | -4% | -4% | 19% | -5% | -3.8%
O=S(=O)(c1ccc(NC(=S)NCCC(c2ccccc2)c2ccccc2)cc1)N1CCOCC1 | -5% | -3% | 15% | ? | -16% | 13% | 5% | 1% | -5.1%
COc1ccccc1-c1nnc(-c2ccc(N3CCOCC3)cc2)o1 | 6% | -3% | 11% | 0.8% | 3% | -3% | 7% | 0% | 15%
O=C(CC(C(=O)O)c1cccc(Cl)c1)c1ccccc1 (stereo not drawn) | -7% | -3% | 1.5% | 0.1% | -4% | -4% | 9% | -6% | .
O=C1CC(=O)N(c2ccccc2)N1c1ccccc1 | 12% | 7% | 1.8% | -0.5% | -14% | 1% | 35% | 12% | -0.9%
CCOc1ccccc1C1NC(=O)CCC1[N+](=O)[O-] (stereo not drawn) | 6% | -3% | 0.7% | -0.9% | 2% | -4% | 0% | -10% | . | Dengue-2 NS5 capping pilot replicate=2.7
Cc1cc(C)nc(SCc2nnc(SCC(N)=O)o2)n1 | 1% | -9% | 6.6% | -0.5% | 6% | 2% | 2% | -9% | -1.5%
